High-throughput results (PubChem)
Lipid storage S3 – qHTS Assay for Lipid Storage Modulators in Drosophila S3 Cells; Drosophila S3 cells, BODIPY lipid droplet fluorescence, 18-24 h; cells fed with added oleic acid; Potency in µM for hits, for the others lipid storage change, negative = inhibition, % at the top dose, mostly 46.1 µM; 320,000 compounds, 0.64% hits; AID 2685, 2010; active = well fitted inhibition curve with a large enough effect in the signal ratio, with a control signal flat, not every such curve was filed as active; inconclusive = small, poorly fitted or top-dose-only effect, or effect the other way, or a change in a side signal; the % refers to the signal ratio
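Drosophila S3 cells loaded with oleic acid (400 uM, as added) and compounds at several concentrations; lipid droplets imaged by 488-nm laser-scanning cytometry, 500–530 nm intensity and object ratio to cell channel. Percent activity normalized to 20 uM Triacsin C.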
Lipid storage S3 cell count max – further read-out of Lipid storage S3, marked with its call; cell number change, %; measured here: cell count max response;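 cells counted by Cell Tracker Red CMTPX staining in the red channel; peak over a dose series mostly up to 46.1 µM; percent activity relative to internal control wells on each plate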
Active calls of the source: *; i = inactive; ? = inconclusive; nt = not tested or not shown; [ ] = dose if it differs, or a comment. % is scaled to controls: 0 for no effect and ±100 for the full control effect; potency is read from the fitted curve at half-maximal effect.

molecule	Lipid storage S3	Lipid storage S3 cell count max
CC(O)C(NS(=O)(=O)c1ccc(Cl)cc1)C(=O)OCC(=O)Nc1cccnc1Cl (stereo not given)	-1%	-2
Cn1c(=O)oc2cc(S(=O)(=O)N3CCC(C(=O)NCc4ccc(F)cc4)CC3)ccc21	?	nt
C=CCNC(=S)NNC(=O)COc1ccc(Br)cc1	23%	3
CC1=C(C(N)=O)C(c2cccs2)n2nc(-c3cccc(C)c3)nc2N1 (stereo not given)	?	nt
COC(=O)c1ccc(NC(=S)NCc2ccco2)cc1	-5%[9.22 µM]	-29
O=C(COC(=O)/C=C/c1cn(-c2ccccc2)nc1-c1cccnc1)Nc1ccc(Cl)cc1Cl	8%	7
C=CCn1c(SCC(=O)NCc2ccc3c(c2)OCO3)nnc1-c1cccnc1	-4%	-17
CC1(C)CC(=O)c2cnc3nc4ccccc4n3c2C1	-14%	12
CCOC(=O)/C=C1\CN(Cc2ccc(OC)cc2)S(=O)(=O)c2ccccc21	?	nt
CNC(=O)COc1coc(CN2CCN(c3cccc(Cl)c3)CC2)cc1=O	-12%	-6
CCOc1ccc(N2CC(C(=O)OCC(=O)c3ccc(OC)cc3)CC2=O)cc1 (stereo not given)	?	nt
O=C(CSc1nnc(CNc2ccccc2)o1)N1CCc2ccccc21	?	nt
Cn1c(SC/C=C/c2ccccc2)nnc1-c1cccs1	7%	-6
Cc1ccccc1S(=O)(=O)Nc1ncc(C(F)(F)F)cc1Cl	?	nt
C(=N/Nc1nc(-c2ccccc2)cc(-c2ccccc2)n1)/c1cccnc1	?	nt
CCOC(=O)C(C)Sc1ncnc2nc[nH]c12 (stereo not given)	1%	-5
Cc1ccc(NC(=O)COc2ccc(-c3nnco3)cc2)cc1S(=O)(=O)N1CCOCC1	?	nt
Nc1nc(CN2CCN(c3ccccc3F)CC2)nc(Nc2ccccc2)n1	?	nt
O=C(Nc1ccc(Cl)cc1)OCCn1nnnc1C(c1ccccc1)N1CCOCC1 (stereo not given)	?	nt
COC(=O)C(=C/C=C/c1ccco1)C(=O)OC	?	nt
NCCCC[C@H](NC(=O)C1CCNCC1)c1nnc(CN)o1	-24%	7
O=C(/C=C/c1cccs1)N1CCN(c2ccccc2)CC1	?	nt
CCOc1cccc(-n2nnnc2-c2ccc(OC)cc2)c1	?	nt
Cc1cccc(OCC(=O)N2CCN(C(=O)COc3ccc(Cl)cc3)CC2)c1	?	nt
CCCc1nc2nc(C)c(NS(=O)(=O)c3ccc(CC(C)C)cc3)c(=O)n2[nH]1	i	nt
[N-]=[N+]=CC(=O)C(Cc1ccccc1)N1C(=O)c2ccccc2C1=O (stereo not given)	8%	-17
CCOc1cc(C(=O)Nc2nnc(S(=O)(=O)N3CCOCC3)s2)cc(OCC)c1OCC	?	nt
C/C(=N\OCC(=O)Nc1ccc(OC(F)(F)F)cc1)c1ccc2c(c1)OCCO2	?	nt
O=C(C(NS(=O)(=O)c1cccc2nsnc12)c1ccccc1)N1CCN(c2ccccn2)CC1 (stereo not given)	-10%	25
COC(=O)c1ccc(N=NN2CCCCC2)cc1	14%	-11
COC(=O)c1ccc(OCC(=O)c2ccccc2OC)cc1	?	nt
CCN(CC)CC#CCC(OC)(c1ccccc1)c1ccccc1	?	nt
CCOC(=O)Cc1ccc(NC(=O)c2cccc([N+](=O)[O-])c2)cc1	-18%	17
CC(=O)c1ccc(Nc2nc(N3CCOCC3)nc(N3CCOCC3)n2)cc1	17%	3
COc1cc(NS(=O)(=O)c2ccc(OC)c(C)c2C)c(OC)cc1Cl	i	-23
Cc1ccc(NC(=O)CC2C(=O)N(Cc3ccccc3)C(=S)N2NC(=O)c2ccccc2)c(C)c1 (stereo not given)	?	nt
Cc1cccc(-n2c3nc(=O)[nH]c(=O)c-3cc3c(C)nn(-c4ccccc4)c32)c1	6%	11
O=C(c1ccc(N2C(=O)CCC2=O)cc1)N1CCOCC1	-10%	-3
CN1CCN(C(=S)Nc2cc([N+](=O)[O-])ccc2Cl)CC1	?	nt
CCCCOC(=O)C1=C(C)NC(=O)NC1c1ccc(OC)cc1 (stereo not given)	?	nt

One compound at a time, as listed above:
CC(=O)c1ccc(Nc2nc(N3CCOCC3)nc(N3CCOCC3)n2)cc1 in the list: Lipid storage S3: 17%; Lipid storage S3 cell count max: 3
O=C(c1ccc(N2C(=O)CCC2=O)cc1)N1CCOCC1 in the list: Lipid storage S3: -10%; Lipid storage S3 cell count max: -3

Going on with the list:
molecule	Lipid storage S3	Lipid storage S3 cell count max
CCS(=O)(=O)c1nc(S(=O)(=O)c2ccc(Cl)cc2)c(N2CCN(CCO)CC2)s1	22%	nt
CCOC(=O)c1ccc(Oc2cn[nH]c2-c2ccc(OCC(=O)NN)cc2O)cc1	9%	15
CCOC(=O)c1ccc(NC(=O)Cn2nnc(-c3ccccc3F)n2)cc1	?	nt
Cc1ccccc1NC(=O)Nc1ccc2c(c1)CCC2	?	nt
COc1ccc(-c2noc(C3CCCN(C(=O)Nc4ccccc4)C3)n2)cc1 (stereo not given)	-14%	7
COc1cc(C(C)=O)ccc1OCC(=O)OCCCOC(=O)COc1ccc(C(C)=O)cc1OC	-12%	-1
N=C1/C(=C\c2ccc(-c3cccc(Cl)c3)o2)C(=O)N=C2SC=C(c3ccccc3)N12	4%	-14
Cc1ccc(-c2c(C#N)c(N)n(-c3ccc(C)cc3)c(=O)c2C#N)cc1	?	nt
Cc1ccc(-c2cc(C(=O)NCc3ccco3)c3ccccc3n2)o1	-1%	2
CC(C)=N/N=C1\NC(=O)C(C)S1 (stereo not given)	-9%	5
O=c1[nH]c2c(s1)C(c1ccc(O)cc1)C1C3CCC(C3)C1S2 (stereo not given)	?	nt
CCOn1c(-n2nc(C)cc2C)nc2ccccc2c1=O	?	nt
Cc1cccc(CSCCNC(=O)CN(c2cc(C)cc(C)c2)S(C)(=O)=O)c1	-4%	3
Cc1onc(-c2c(F)cccc2Cl)c1C(=O)N1CCN(S(C)(=O)=O)CC1	i	nt
Cc1cc(C)nc(NN2C(=O)/C(=C/c3ccc(O)cc3)SC2=S)n1	?	nt
CCOC(=O)C(NC(C)=O)(OCc1ccccc1)C(F)(F)F (stereo not given)	5%	nt
CC1CCN(C(=O)CN2C(=O)C(C)(C)Oc3ccc(C(=O)NC(C)C)cc32)CC1	i	nt
COCCCNS(=O)(=O)c1ccc2[nH]c(=O)[nH]c2c1	?	nt
CCOc1cc(/C=C(\C#N)C(=O)Nc2ccc(S(N)(=O)=O)cc2)ccc1OCCN1CCOCC1	-14%	nt
COc1cccc(NS(=O)(=O)c2ccc3[nH]cc(C(=O)NC4CC4)c(=O)c3c2)c1	i	11

Grouped by structure: those above with a nitro group on carbon (2)
molecule	Lipid storage S3	Lipid storage S3 cell count max
CCOC(=O)Cc1ccc(NC(=O)c2cccc([N+](=O)[O-])c2)cc1	-18%	17
CN1CCN(C(=S)Nc2cc([N+](=O)[O-])ccc2Cl)CC1	?	nt

Next section
molecule	Lipid storage S3	Lipid storage S3 cell count max
[O-]/[N+](=C\c1ccccc1)c1ccc(Br)cc1	?	nt
Cc1ccc(NC(=O)c2cccc(S(C)(=O)=O)c2)cc1	?	nt
CC(=O)c1ccc(Nc2nc3ccc(C)cc3n3cnnc23)cc1	15%	nt
Cc1ccc(S(=O)(=O)N2CCCC2)cc1C(=O)N1CCC(C)CC1	?	nt
COc1ccc(N2CCN(C(=O)CCc3ccc(S(=O)(=O)NC(C)C)cc3)CC2)cc1	1%	-3
C/C=C\C=C\C(=O)N1CC2(CC(c3cccc(NC(=O)COc4ccc(Cl)cc4)c3)=NO2)C[C@H]1C(N)=O (stereo not given in full)	?	nt
Cn1nnnc1SCCNCc1ccccc1OCc1ccccc1Cl	?	nt
COc1ccc(C(CNC(=O)c2ccc(S(=O)(=O)N3CCOCC3)cc2)N2CCCCC2)cc1 (stereo not given)	9%	-10
O=C(O)C1CCCCC1C(=O)Nc1nc(-c2cccs2)cs1 (stereo not given)	9%	-4
Cc1ccc(S(=O)(=O)N(CC(=O)Nc2cccc([N+](=O)[O-])c2)C(=O)N2CCN(C)CC2)cc1	4%	-1
O=C(CS(=O)(=O)c1ccccc1)Nc1ncc([N+](=O)[O-])s1	i	-6
CN(C)S(=O)(=O)c1cccc(NC(=O)CSc2cccc3cccnc23)c1	i	3
CCCCn1c2nc3ccccc3nc2c2c(=O)n(C(C)CC)cnc21 (stereo not given)	12%	4
C/C(=N\Nc1ccccc1[N+](=O)[O-])c1ccc(N2CCOCC2)cc1	?	nt
COc1ccccc1-c1cc(C(=O)N/N=C/c2cccs2)c2ccccc2n1	i	nt
O=C(Cn1cnc2ccccc2c1=O)NCc1ccco1	?	nt
Cc1ccc(CC2S/C(=N/c3ccccn3)NC2=O)cc1 (stereo not given)	?	nt
CC(C)Cc1nc(SCc2cccnc2)c2c(=O)n(C)c(=O)n(C)c2n1	10%	-2
CCOC(=O)C1(CCOc2ccccc2)CCN(Cc2cccc3nonc23)CC1	i	2
COc1ccc(NC(=O)N2CCCC2C(=O)Nc2ccccc2)cc1 (stereo not given)	-8%	nt
CCOc1ccc(/C=C2\SC(=S)N(NS(=O)(=O)c3ccccc3)C2=O)cc1OC	?	nt
Cc1ccc(C)c(N2CN(Cc3ccco3)CNC2=S)c1	-1%	12
CCn1cc(Cl)c(C(=O)Nc2ccc(OC)c(OC)c2)n1	0%	5
CC(C)NC(=O)COC(=O)c1ccc(Cl)c(S(N)(=O)=O)c1	?	nt
COc1ccc(N2C(=O)CC(Sc3nc(C)cc(C)c3C#N)C2=O)cc1 (stereo not given)	10%	-7
CC1CCN(C(=O)c2cc(N3C(=O)C4C5CCC(C5)C4C3=O)ccc2Cl)CC1 (stereo not given)	11%	12
CCCCC(=O)Nc1ccc2c3c(cccc13)CC2	19%	8
CCOc1cc(CNCc2ccccn2)cc(Cl)c1OCC	16%	7
CCOCC(=O)Nc1ccccc1C(=O)N1CCOCC1	1%	-1
COc1cc(C(=O)NNc2nc3cc4c(cc3s2)OCO4)cc(OC)c1OC	?	nt
COc1ccc(Nc2ccc(S(=O)(=O)N3CCCCCC3)cc2[N+](=O)[O-])cc1	?	nt
COc1ccc(OC)c(Nc2c3ccccc3nc3ccccc23)c1	?	nt
Cc1cc(C(=O)CN2CCCC2)c(C)n1-c1ccc(Cl)cc1	?	nt
COC(=O)c1ccc(COc2ccccc2/C=C(\C#N)C(=O)Nc2ccccc2C)cc1	?	nt
C/C(N)=C(/C#N)C(=O)COC(=O)COc1ccc(Cl)cc1C	-9%	16
CCN(CC)CCCN=Cc1c(-c2ccccc2)[nH]n(-c2nc3ccccc3s2)c1=O	4%	4
O=C(CCn1c(=S)[nH]c2cc3c(cc2c1=O)OCO3)N1CCc2ccccc2C1	0%	10
O=C(NC(NC1CCS(=O)(=O)C1)C(Cl)(Cl)Cl)c1cccc(Cl)c1 (stereo not given)	?	nt
Cc1cc(C)c(OCCCCN(C)Cc2ccccc2)c(C)c1	7.3µM*	-22*
Cc1sc(NC(=O)CN2CCCC2)nc1-c1ccc2c(c1)CCN2C(=O)c1cccc(F)c1	i	12

Of the compounds above, 5 have a thiophene ring, fused or not:
molecule	Lipid storage S3	Lipid storage S3 cell count max
CC1=C(C(N)=O)C(c2cccs2)n2nc(-c3cccc(C)c3)nc2N1 (stereo not given)	?	nt
Cn1c(SC/C=C/c2ccccc2)nnc1-c1cccs1	7%	-6
O=C(/C=C/c1cccs1)N1CCN(c2ccccc2)CC1	?	nt
O=C(O)C1CCCCC1C(=O)Nc1nc(-c2cccs2)cs1 (stereo not given)	9%	-4
COc1ccccc1-c1cc(C(=O)N/N=C/c2cccs2)c2ccccc2n1	i	nt

Later entries
molecule	Lipid storage S3	Lipid storage S3 cell count max
CC1(C)CC(=O)C2=C(C1)Nc1cc(Cl)ccc1S2	8%	20
COC(=O)Cc1c[nH]c2cccc(OCC(O)CN(Cc3ccc([N+](=O)[O-])cc3)C(C)(C)C)c12 (stereo not given)	?	nt
N#CC(=C=[N-])/C=C(\C(=O)c1ccccc1)[n+]1ccccc1	-3%	14
O=C(N/N=C/c1ccc(C(=O)O)cc1)C1=NNC(c2ccccc2)(c2ccccc2)C1	8%	9
CN(C)C/C=C/C(O)(c1ccccc1)c1ccccc1	?	nt
N/C(=N\OS(=O)(=O)c1ccc2ccccc2c1)c1ccncc1	i	0
CCc1ccc(-c2nc(CN3CCC(C(=O)N4CCN(c5ccccn5)CC4)CC3)c(C)o2)cc1	?	nt
O=C1NC(c2ccccc2)(C(F)(F)F)SC2=NCCCN12 (stereo not given)	?	nt
O=C(COC(=O)c1ccc(S(=O)(=O)N2CCCCC2)cc1)NCc1ccc(F)cc1	?	nt
CC(=O)Nc1ccc(S(=O)(=O)NC(CC(=O)NCCCN2CCOCC2)C(C)C)cc1 (stereo not given)	?	nt
CCOc1ccc(NC(=S)NC(C)C(c2ccccc2)N2CCN(C)CC2)cc1 (stereo not given)	?	nt
CN(C)c1ccc(C(CNS(=O)(=O)c2ccc3ccccc3c2)N2CCOCC2)cc1 (stereo not given)	i	nt

This is a subset; the hit share may differ from the screen's.
